Bioassay records from PubChem BioAssay.
Rad51 HR inh = blocks human Rad51 in homologous recombination. Q06609. inhibition, % at 10 µM. hRad51 DNA strand exchange, fluorescence dequenching. AID 1385. actives 0.085% (n = 200,000);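 active means inhibition above 40% at the single screening dose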;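 further: 0% = DMSO control wells and 100% = blanks with heterologous ssDNA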
Target sequence (Q06609 whole entry, looked up): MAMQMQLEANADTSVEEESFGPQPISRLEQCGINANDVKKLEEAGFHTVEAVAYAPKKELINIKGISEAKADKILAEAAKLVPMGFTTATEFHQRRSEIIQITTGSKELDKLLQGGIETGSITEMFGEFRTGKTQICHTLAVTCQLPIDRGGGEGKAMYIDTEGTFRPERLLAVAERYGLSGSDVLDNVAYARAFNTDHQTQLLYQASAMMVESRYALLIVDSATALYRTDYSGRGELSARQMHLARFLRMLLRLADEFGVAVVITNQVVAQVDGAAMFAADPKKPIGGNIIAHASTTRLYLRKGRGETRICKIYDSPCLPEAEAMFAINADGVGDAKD
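Assay system: Human Rad51 nucleoprotein filaments preassembled on unlabelled ssDNA | Reagent: Donor/quencher-labelled 47-bp dsDNA substrate | Doses: One concentration, 10 µM final | Times: 37 °C 15-min filament assembly, 30-min compound preincubation, 15-min exchange | Technique: Fluorescein emission 520 nm, excitation 485 nm | Benchmarks: Plate control and blank wells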
KCC2 mod = KCC2 (human) Cl- transport modulation | B-score of Tl+ flux slope (higher = more flux/activation; lower = inhibition) at 10 µM | actives 2.2% (n = 190,000) | KCC2 cells, thallium flux FluoZin-2 fluorescence | Q9H2X9;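 active means thallium flux slope and its plate-corrected score both differing from the plate sample mean at a set confidence after two filtering rounds, in either direction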;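 further: slope of fluorescence scaled to starting intensity during 10 to 20 s after thallium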
Mdm2 ligase inh = Mdm2 E3 ligase (human) inhibition; cell-based MDM2 ubiquitination luciferase reporter, 2 h; 0 = plate control, 100 = twice control, blank-subtracted; signal enhancement, % at 5 µM; actives 0.11% (n = 210,000); AID 1230;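 active means signal enhancement of 30% or more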;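 further: luminescence tracks abundance of the self-degrading MDM2-luciferase fusion protein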
Target sequence (Q00987 whole entry, looked up, the tested form may be a part): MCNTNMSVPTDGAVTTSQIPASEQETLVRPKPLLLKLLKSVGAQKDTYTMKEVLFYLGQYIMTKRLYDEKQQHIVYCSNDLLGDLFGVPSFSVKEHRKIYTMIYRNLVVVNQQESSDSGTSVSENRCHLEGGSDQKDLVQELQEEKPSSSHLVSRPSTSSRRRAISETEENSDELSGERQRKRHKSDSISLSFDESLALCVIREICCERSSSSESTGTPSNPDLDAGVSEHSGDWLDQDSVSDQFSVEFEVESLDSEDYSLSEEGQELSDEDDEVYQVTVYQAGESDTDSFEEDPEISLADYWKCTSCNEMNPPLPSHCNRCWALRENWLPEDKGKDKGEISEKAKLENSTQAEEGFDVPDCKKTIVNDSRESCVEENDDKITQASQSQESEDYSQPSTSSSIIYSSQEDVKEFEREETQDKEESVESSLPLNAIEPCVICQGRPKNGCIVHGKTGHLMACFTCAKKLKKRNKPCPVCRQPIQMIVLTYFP
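test system = mammalian cells stably expressing self-ubiquitinating, self-degrading MDM2 E3–luciferase fusion | quantity = 2000 cells/well | incubation = cell settling 4 h, compound treatment 2 h, both 37 °C | signal = luminescence with SteadyLite reagent, 15 min at room temperature | evaluation = % enhancement relative to plate controls after blank subtraction | benchmarks = plate controls and plate blanks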
EBV gp42 block = inhibitors of Epstein-Barr virus glycoprotein 42; actives 0.42% (n = 220,000); Q1HVG2; inhibition, % (tested at 21.74 µM); AID 1085; Fluorescence polarization binding assay, mP read-out; in the data active means inhibition above about 50%
Target sequence (Q1HVG2 whole entry, looked up): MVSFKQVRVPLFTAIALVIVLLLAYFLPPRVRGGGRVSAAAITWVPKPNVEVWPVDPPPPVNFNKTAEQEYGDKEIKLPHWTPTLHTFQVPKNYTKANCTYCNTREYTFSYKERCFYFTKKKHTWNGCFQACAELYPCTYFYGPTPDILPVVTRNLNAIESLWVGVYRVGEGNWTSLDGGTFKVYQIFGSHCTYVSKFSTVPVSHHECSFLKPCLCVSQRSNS
PERK inh = human PERK inhibition, primary cell-based screen | CHO PERK-DD fusion, SEAP luminescence translation reporter | inhibition, % at 5.6 µM | actives 0.17% (n = 220,000) | AID 1416;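 active means inhibition above the mean inhibition of all tested compounds plus 3 SD, set separately per screening campaign, cut at about 2.9% in these data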;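 further: PERK kinase domain activated by AP20187 dimerizer at 100 nM; 0% = DMSO with dimerizer and 100% = rapamycin at 8.4 µM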
m-calpain inh = calpain II (pig) inhibition | AID 1236 | actives 0.37% (n = 220,000) | purified calpain II, fluorogenic peptide substrate, 30 min | inhibition, % at 16 µM;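 active means inhibition above about 50%, limit read from the data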
TNF necrop inh = TNF-alpha cell death inhibition in Jurkat FADD-/- cells | actives 0.068% (n = 220,000) | Jurkat FADD-/- TNF necroptosis rescue, ATP luminescence, 24 h; 0 = TNF only, 100 = no-TNF cells | activation (protection from cell death), % at 10 µM | AID 463075;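 active means activation, meaning protection from cell death, of at least 50% relative to plate controls; inactive means activation below 50%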;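 further: necroptosis triggered by 40 ng/mL TNF-alpha added together with compound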
L929 necroptosis = L929 zVAD cell death inhibition. L929 zVAD necroptosis rescue, ATP luminescence, 24 h; with zVAD 60 µM. viability rescue, % at 10 µM. actives 0.38% (n = 220,000);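 active means activation, scaled between plate controls, above about 75%, limit read from the data; inactive means activation under that limit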;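 further: 0% = zVAD with DMSO and 100% = DMSO alone without zVAD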
eIF4E-4G inh = inhibitors of eIF4E and eIF4G interaction in translation initiation; P63073+Q04637; TR-FRET eIF4E-eIF4GI(517-606) binding, 2 h; inhibition, % at 21.7 µM; actives 0.37% (n = 220,000); AID 782;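 active means inhibition above about 30%, limit read from the data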;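 further: 0% = full FRET control wells and 100% = background wells lacking eIF4GI fragment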
* hit, by the source's call; . = not tested or not shown; [ ] = remark or other dose.

SMILES	Rad51 HR inh	KCC2 mod	Mdm2 ligase inh	EBV gp42 block	PERK inh	m-calpain inh	TNF necrop inh	L929 necroptosis	eIF4E-4G inh
CCN(Cc1nc(-c2cccc(Cl)c2)no1)CC1CCCO1 (configuration not stated)	.	-0.35	-13	-3	1.2	-15	1.8	1.5	-1
CC(O)(C#CCN1CCCC1)c1ccccc1 (configuration not stated)	-4	.	-11	-7	0.2	-3	0.3	-0.3	4[fluorescence artefact?]
Cc1nc(NCCc2ccccc2F)c(C#N)c(C)c1[N+](=O)[O-]	-3	0.11	-12	4	-1.3	16	-3.6	-0.3	.
COc1ccc(NC(=O)CCCCn2c(=O)[nH]c3ccccc3c2=O)cc1	2	-0.56	-2	15	0.1	2	0.3	0.0	0
COC(=O)C(C(=O)Nc1ccccc1C)C1CCCCCC1 (configuration not stated)	.	0.087	7	0	2.4	4	-1.5	-0.9	2
Brc1ccc(-c2csc3ncnc(-n4nnc5ccccc54)c23)cc1	17	1	-5	6	0.7	18	-0.6	-0.3	1
Cc1cc(C)c(-c2csc(NC(=O)/C=C/c3cccs3)n2)c(C)c1	3	-0.51	-7	-14	0.4	-36	-5.9	1.0	-6[fluorescence artefact?]
COCCNC(=O)CSc1nnc(-c2ccccc2)c(-c2ccccc2)n1	4	-0.77	2	-5	0.8	-23	-0.4	1.4	1
O=C1c2ccsc2SCCN1Cc1ccccc1	.	-0.91	-9	-18	0.5	5	70*	0.7	2
CN(C)S(=O)(=O)c1ccc(NC(=O)C2COc3ccccc3O2)cc1 (configuration not stated)	0	-0.021	-8	6	1.1	15	3.5	9.8	3
CCN1CCN(C(=O)c2cc3c(=O)oc4ccc(C)cc4c3s2)CC1	.	-0.37	-1	-16	0.3	13	0.9	1.5	1
CN(CC(=O)Nc1ccc(OC(F)(F)F)cc1)C1CCCCC1	4	0.15	-10	1	0.6	-4	1.4	1.7	0
COCCNCc1nc2sc(C)c(-c3ccccc3)c2c(=O)[nH]1	3	.	-4	-7	-1.0	-17	3.7	0.2	-2
COC(=O)c1ccc(NC(=O)Nc2ccc(OC)c(OC)c2)cc1	9	-1	3	-16	0.4	-5	1.2	82*	4
CC(NC(=O)C(=S)N1CCN(C)CC1)c1ccccc1 (configuration not stated)	5	-0.59	-12	2	1.1	22	-0.4	1.2	3
COC(=O)[C@@H](NC(=O)Nc1ccc(S(N)(=O)=O)cc1)C(C)C	.	1.3	-5	-13	-0.4	5	-0.2	.	5
CCc1nnc(NC(=O)C2CCCN2C(=O)NC2CCCCC2)s1 (configuration not stated)	1	-0.35	-10	-5	0.6	-9	-1.8	0.3	2
Cc1ccc(S(=O)(=O)N2CCN(C(=O)CSc3nncs3)CC2)cc1	4	0.58	-14	-11	-1.1	17	-0.6	-0.1	-5
COc1ccc(-c2nnn(CC(=O)N(c3cccc(O)c3)C(C)C(=O)NC3CCCC3)n2)cc1OC (configuration not stated)	-2	-0.17	1	0	0.1	-43	-0.4	-1.6	0
CCOC(=O)c1[nH]c(C)c(C(=O)NCc2cccnc2)c1C	-8	.	-12	-26	0.1	-1	0.8	-0.2	-1

5 compounds from above, arranged by the number in Mdm2 ligase inh, ascending:
Compound	Rad51 HR inh	KCC2 mod	Mdm2 ligase inh	EBV gp42 block	PERK inh	m-calpain inh	eIF4E-4G inh
Cc1ccc(S(=O)(=O)N2CCN(C(=O)CSc3nncs3)CC2)cc1	4	0.58	-14	-11	-1.1	17	-5
CC(NC(=O)C(=S)N1CCN(C)CC1)c1ccccc1 (configuration not stated)	5	-0.59	-12	2	1.1	22	3
CCc1nnc(NC(=O)C2CCCN2C(=O)NC2CCCCC2)s1 (configuration not stated)	1	-0.35	-10	-5	0.6	-9	2
CCN1CCN(C(=O)c2cc3c(=O)oc4ccc(C)cc4c3s2)CC1	.	-0.37	-1	-16	0.3	13	1
COc1ccc(-c2nnn(CC(=O)N(c3cccc(O)c3)C(C)C(=O)NC3CCCC3)n2)cc1OC (configuration not stated)	-2	-0.17	1	0	0.1	-43	0

Next part.
SMILES	Rad51 HR inh	KCC2 mod	Mdm2 ligase inh	EBV gp42 block	PERK inh	m-calpain inh	TNF necrop inh	L929 necroptosis	eIF4E-4G inh
CN(C)CCN1C(=O)C(O)=C(C(=O)c2ccco2)C1c1ccccc1F (configuration not stated)	5	.	3	-9	0.0	-9	-1.3	0.3	6
Cc1ccc(-c2csc3nc[nH]c(=O)c23)cc1	-3	0.2	0	-6	0.8	-12	-6.1	-0.2	-1
O=C(c1ccc([N+](=O)[O-])cc1)n1nc(-c2ccccc2)nc1NCc1ccccc1	.	0.3	-9	-1	0.4	7	-1.2	48	13
CCCN1Cc2cccc(C(=O)NCc3ccc4c(c3)OCO4)c2C1=O	4	-1.2	-4	-12	-0.6	10	0.0	2.7	-2
COc1ccc(NS(=O)(=O)c2ccc(N3CCCC3=O)cc2)cn1	-4	0.055	-8	-15	1.1	12	-8.7	0.0	1
Cn1c(=O)n(CCCOc2ccc(Br)cc2)c2ccccc21	9	0.86	-11	-16	-0.1	8	0.3	0.6	4
Cn1nc(C(F)(F)F)c(-c2ccccc2)c1NC(=O)CCC(=O)O	-8	1.1	-17	3	3.5*	5	2.0	-0.1	-1
COc1ccccc1OCCCC(=O)NC(C)c1ccccc1 (configuration not stated)	.	-0.033	-4	-10	0.7	32	0.4	0.3	1
CCOc1ccc(C2=NNC(c3cccnc3)=Nc3ccc(OC)cc32)cc1	-2	.	4	1	-0.3	-28	1.0	1.3	-1
CCC(C(=O)O/N=C(\N)c1ccc(Cl)cc1)c1ccccc1 (configuration not stated)	-3	-1.1	-13	6	0.5	11	1.2	-0.1	2
NC(N)=N/N=C/c1cccc(Cl)c1Cl	31	.	0	-2	0.7	-16	8.7	0.5	2
CC(C)NC(=O)CC(=O)N/N=C\c1ccccc1C(=O)O	-4	2	-10	-16	1.2	-9	1.1	1.7	-2
O=C(NS(=O)(=O)c1ccc2c(c1)OCCO2)c1ccccc1	1	-0.017	4	-5	1.2	-6	-1.2	-0.1	-1
C/C(=N/NC(=O)c1ccc2c(c1)OCO2)c1cccc(NC(=O)C(C)(C)C)c1	0	0.013	1	-28	0.1	-17	2.7	0.5	3
Cc1cccc(NC(=O)Nc2ccc3c(c2)OCO3)n1	.	-0.0021	-25	-21	0.9	2	1.4	76*	2
Cc1nc2nc3c(c(=O)n2[nH]1)CCC3	-2	0.11	-20	3	1.1	-4	1.4	1.8	-1[fluorescence artefact?]
CCN(CC)C(=O)C1CCCN(Cc2cccc(F)c2)C1 (configuration not stated)	-30	-0.025	-23	6	-0.5	10	1.8	-0.1	-7
O=C(O)CNS(=O)(=O)c1ccc(-c2ccccc2)cc1	-6	-0.36	2	-6	1.0	-6	-1.0	-0.1	2[fluorescence artefact?]
CN(CC(=O)Nc1nc2ccc(F)cc2s1)S(=O)(=O)c1ccc(Cl)cc1	-2	.	-12	-24	-1.0	-62	1.0	0.3	-11
CC1CC(C)CN(C(=O)c2cc3c(s2)CCC3)C1 (configuration not stated)	-3	-0.28	-20	0	-0.2	45	-1.1	-0.7	13

Taken from above.
Under eIF4E-4G inh, C/C(=N/NC(=O)c1ccc2c(c1)OCO2)c1cccc(NC(=O)C(C)(C)C)c1 is listed with 3
Under m-calpain inh, Cc1cccc(NC(=O)Nc2ccc3c(c2)OCO3)n1 is listed with 2

Structures listed so far shown as hits in PERK inh.
compound,Rad51 HR inh,KCC2 mod,Mdm2 ligase inh,EBV gp42 block,PERK inh,m-calpain inh,eIF4E-4G inh
Cn1nc(C(F)(F)F)c(-c2ccccc2)c1NC(=O)CCC(=O)O,-8,1.1,-17,3,3.5*,5,-1

Continued.
SMILES	Rad51 HR inh	KCC2 mod	Mdm2 ligase inh	EBV gp42 block	PERK inh	m-calpain inh	TNF necrop inh	L929 necroptosis	eIF4E-4G inh
Nc1nc(SCC(=O)Nc2cc(C(F)(F)F)ccc2N2CCOCC2)n[nH]1	-2	0.33	-5	-8	0.5	0	2.4	1.3	-5
CCOC(CCc1c(C)nc(NC(C)=O)[nH]c1=O)OCC	-1	-0.11	2	-16	3.1*	-14	1.9	0.0	4
CSCC[C@H](NC(=O)Nc1ccccc1C)C(=O)O	.	-0.15	-8	1	2.4	3	2.2	-0.3	-6
CCOC(=O)c1cc(-c2ccc(C)cc2)n(CCC(=O)NCCCOC)c1C	-3	-0.32	-8	-3	-0.5	3	1.0	0.5	0
COCCC(=O)N1CCCC(C(=O)c2ccc3c4c(cccc24)CC3)C1 (configuration not stated)	-3	-0.02	4	-7	0.6	-285	1.5	-0.4	-1
CC(=O)c1ccc(Sc2ccc(C(C)=O)cc2)cc1	9	0.73	-14	-1	1.0	3	1.9	-0.7	-7
Cc1ccc2nc3sc(C(=O)N4CCCc5ccccc54)c(N)c3cc2c1	1	.	-7	46	-1.1	6	-4.7	13	1
COc1ccc(/C=N/N=C/c2ccc(OC)c(OC)c2)cc1OC	-2	1.2	-10	-17	0.1	-12	0.2	1.5	2
COc1ccc(S(=O)(=O)CCc2nnc(NC(C)=O)s2)cc1	-2	-0.16	-14	-10	1.1	19	0.7	-0.4	2
O=C(O)c1ccc(N/N=C/c2ccc3c(c2)OCO3)cc1	2	1.2	-90	-3	1.3	-25	-5.8	1.7	-1
COc1cc(C2CC(=O)N3CN(c4ccccc4C)CSC3=C2C#N)cc(OC)c1OC (configuration not stated)	-5	0.091	-5	-39	0.0	-11	-3.9	1.1	6
CCc1nc(SCC(=O)c2cc(C)ccc2C)n[nH]1	-15	0.68	-33	-7	-0.8	-19	0.3	0.7	5[fluorescence artefact?]
COc1ccc(-c2cc(C(F)(F)F)nc(S(=O)(=O)CCCC(=O)Nc3cccnc3Cl)n2)cc1OC	2	.	34*	-22	0.8	-53	-14	20	0
OC(COC(c1ccc(Cl)cc1)c1ccc(Cl)cc1)CN1CCc2ccccc2C1 (configuration not stated)	18	-0.1	-15	1	-0.9	22	4.5	0.0	1[fluorescence artefact?]
O=C(Cn1cnc2ccccc2c1=O)NCC1COc2ccccc2O1 (configuration not stated)	5	-0.41	-21	-19	0.1	-23	0.9	0.0	-3
COc1ccc(N(C(C)C(=O)N/N=C/c2ccc(OC)c(OC)c2)S(C)(=O)=O)cc1 (configuration not stated)	.	0.0072	-20	-11	0.0	-3	0.1	-0.3	1
c1ccc(-c2noc(CN3CCOCC3)n2)cc1	-14	0.46	-12	-11	-0.2	-34	0.5	1.9	4
CCOCCCNS(=O)(=O)c1ccc(NC(=O)C2CC(=O)N(c3ccc(C)cc3)C2)cc1 (configuration not stated)	6	-0.72	-6	6	-0.1	-7	2.3	1.5	-1
COc1cc(NC(=S)NCCC(c2ccccc2)c2ccccc2)cc(OC)c1	.	-0.32	7	1	-0.7	5	-17	.	5
CSc1c(-c2ccccn2)c(N)nn1C(=O)C1CCC1	.	1.6	-11	-19	1.8	5	1.2	1.3	2
O=C(Nc1ccc(N2CCOCC2)cc1)C1CCCCC1	13	-1.2	-12	-8	0.1	-27	0.1	-0.4	7[fluorescence artefact?]
CCn1c(N)c(C(=O)NCCCOC)sc1=S	.	0.29	-18	-16	-0.2	22	-0.3	-0.1	-4
CC(C)(C)c1ccc(/C=N/N2CCN(c3ccccn3)CC2)cc1	3	0.61	-3	-10	1.5	12	9.5	82*	4
O=S(=O)(c1ccc2ccccc2c1)N1CCN(S(=O)(=O)N2CCOCC2)CC1	15	-0.65	-11	-18	0.1	-5	-0.6	-0.3	2
CC1(C)C(C#N)=C(N)OC2=C1C(=O)CCC2	-2	-0.37	-18	-13	0.7	-31	0.5	2.1	-3
